Screening results as filed in PubChem.
LDHA inh = blocks human lactate dehydrogenase A | purified LDHA, NADH/diaphorase-resazurin fluorescence; hits give low values | activity change, % (values are at about 110 or 230 µM) | 480,000 compounds, 0.15% hits | AID 1347041; in the data active means activity change below about -30%; inconclusive means mostly about -25% to -30%;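 further: plate controls were DMSO wells for no effect and wells without enzyme for full effect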
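Human LDH5 at 2 nM final in Tris HCl pH 7.4 with 0.06 mM NADH and 0.2 mM pyruvate, reacted 5 minutes at room temperature. Remaining NADH coupled via diaphorase/resazurin; resorufin fluorescence read at 0 and 20 minutes, normalized to enzyme-free and DMSO wells.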
RGS4 inhibitor = inhibitors of human regulator of G protein signaling 4; P49798; Transcreener GDP fluorescence polarization, RGS4-accelerated GTP hydrolysis; AID 504845; Potency, µM (titrated, usually from 114 µM), inactives show at the top dose activity change, negative = inhibition, hits mostly inhibitors; 390,000 compounds, 0.039% hits; further: potency means the concentration at half of the fitted maximal effect; on the % scale 0 is the no-effect control and ±100 the full control effect; nearly all actives have a fitted effect of over 75% in size; some results filed as inactive show a strong effect at the top dose
Target sequence (P49798 whole entry, looked up): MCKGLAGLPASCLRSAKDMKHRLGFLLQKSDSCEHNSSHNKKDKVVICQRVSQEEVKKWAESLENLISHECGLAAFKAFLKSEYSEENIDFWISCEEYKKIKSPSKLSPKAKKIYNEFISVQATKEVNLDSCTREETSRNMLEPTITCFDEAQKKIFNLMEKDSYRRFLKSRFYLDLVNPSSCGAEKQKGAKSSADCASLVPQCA
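MLSMR compounds (23 nl, pin-transferred) preincubated 10 min at room temperature with a 500nM (2x) first reagent, then RGS4 at 900nM (2x) plus Transcreener GDP mix added; fluorescence polarization (620/688 nm) read before and after 90 min at 30 °C.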
mIDH1 inhibitor = blocks human mutant IDH1 R132H enzyme. 390,000 compounds, 0.093% hits. IDH1-R132H enzyme, NADPH consumption, diaphorase/resazurin fluorescence. AID 602179. O75874. Potency, µM (highest dose often 76.6 µM), inactives show at the top dose activity change, negative = inhibition, hits mostly inhibitors; further: potency means the concentration at half of the fitted maximal effect; on the % scale 0 is the no-effect control and ±100 the full control effect; nearly all actives have a fitted effect of over 65% in size
Target sequence (O75874 whole entry R132H, stated change not applied): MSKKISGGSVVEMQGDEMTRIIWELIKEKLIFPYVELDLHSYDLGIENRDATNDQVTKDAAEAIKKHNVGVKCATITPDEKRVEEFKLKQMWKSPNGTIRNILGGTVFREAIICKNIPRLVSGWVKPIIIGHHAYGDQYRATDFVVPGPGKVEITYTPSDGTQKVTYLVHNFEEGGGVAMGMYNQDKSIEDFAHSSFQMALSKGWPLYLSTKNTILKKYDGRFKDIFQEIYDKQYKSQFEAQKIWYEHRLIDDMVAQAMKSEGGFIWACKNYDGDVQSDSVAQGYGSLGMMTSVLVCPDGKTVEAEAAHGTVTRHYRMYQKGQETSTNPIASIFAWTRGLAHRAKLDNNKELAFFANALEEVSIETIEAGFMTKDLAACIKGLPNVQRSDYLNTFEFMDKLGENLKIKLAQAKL
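IDH1-R132H (0.5 ug/mL dispensed) in pH 7.5 Tris buffer was preincubated 30 min with compound, then given a substrate mix of 0.016 mM NADPH and 2 mM alpha-KG for 80 min at room temperature; remaining NADPH was read by diaphorase/resazurin fluorescence.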
Vif-APOBEC3F blk = Vif-A3F binding inhibition; 390,000 compounds, 0.2% hits; AID 602313; Potency, µM (highest dose often 46.1 µM), without a hit: top-dose activity, negative = active; HeLa A3F-eYFP + Vif (tagged APOBEC3F with the HIV-1 protein that degrades it), YFP fluorescence increase; further: potency means the concentration at half of the fitted maximal effect; % of control where 0% means no effect; nearly all actives have a fitted effect of over 65% in size
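HeLa cells stably expressing A3F-eYFP plus Vif, plated and incubated overnight at 37 deg C, then exposed to compounds overnight at 37 deg C. Blocked degradation read as raised yellow fluorescence (Ex 488/Em 500-530).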
USP1 inh = USP1/UAF1 (human) deubiquitinase inhibition; 390,000 compounds, 0.23% hits; recombinant USP1/UAF1, Ub-Rhodamine cleavage fluorescence; AID 743255; Potency, µM (top dose mostly 57.1 µM), inactives show at the top dose activity change, negative = inhibition, hits mostly inhibitors; further: potency means the concentration at half of the fitted maximal effect; on the % scale 0 is the no-effect control and ±100 the full control effect; nearly all actives have a fitted effect of over 60% in size; inactives centre near -12
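In this screen, compounds sit with the deubiquitinase complex (1nM) for 15 min at room temperature before Ub-Rho is added at 150nM final. Fluorescence rise is then followed for 6 reads every 60 seconds.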
rTrxR1 inhibitor = inhibitors of rat thioredoxin reductase 1; O89049; recombinant rTrxR1, NADPH fluorescence consumption, selenite substrate; Potency, µM (titrated, usually from 114 µM), inactives show at the top dose activity change, negative = inhibition, usual class: inhibitors; 390,000 compounds, 1% hits; further: potency means the concentration at half of the fitted maximal effect; on the % scale 0 is the no-effect control and ±100 the full control effect; nearly all actives have a fitted effect of over 65% in size
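Rat TrxR1 (90 nM in the dispensed reagent) was pre-reduced with 400 uM NADPH for 5 min at room temperature, then incubated with compound for 15 min. After 400 uM selenite was added, NADPH fluorescence (Ex 340/Em 450 nm) was followed for 8 min.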
TrxR1 substrate = rat thioredoxin reductase 1 substrate activity; purified TrxR1 substrate turnover, NADPH consumption readout; AID 588456; Potency, µM (series often up to 114 µM), for the others: at the highest dose activity change, negative = substrate turnover; 390,000 compounds, 0.01% hits; further: potency means the concentration at half of the fitted maximal effect; on the % scale 0 is the no-effect control and ±100 the full control effect; nearly all actives have a fitted effect of over 50% in size
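Rat TrxR1, dispensed at 90 nM, was prereduced with 400 uM NADPH (final) for 5 min at ~22 deg C, then incubated with compound 15 min before 400 uM selenite. A first-read NADPH fluorescence drop versus no-compound background flagged substrates.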
Vif-APOBEC3G blk = Vif-A3G binding inhibition. 410,000 compounds, 0.076% hits. Q9HC16. Potency, µM (titrated, usually from 46.1 µM), without a hit: at the top dose activity, negative = active, actives largely listed as inhibitors. AID 602310. HeLa A3G-eYFP + Vif (tagged APOBEC3G with the HIV-1 protein that degrades it), YFP fluorescence, overnight;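 further: potency means the concentration at half of the fitted maximal effect; on the % scale 0 is the no-effect control and ±100 the full control effect; nearly all actives have a fitted effect of over 60% in size; hits raise eYFP signal because A3G escapes Vif-driven loss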
Target sequence (Q9HC16 whole entry, looked up): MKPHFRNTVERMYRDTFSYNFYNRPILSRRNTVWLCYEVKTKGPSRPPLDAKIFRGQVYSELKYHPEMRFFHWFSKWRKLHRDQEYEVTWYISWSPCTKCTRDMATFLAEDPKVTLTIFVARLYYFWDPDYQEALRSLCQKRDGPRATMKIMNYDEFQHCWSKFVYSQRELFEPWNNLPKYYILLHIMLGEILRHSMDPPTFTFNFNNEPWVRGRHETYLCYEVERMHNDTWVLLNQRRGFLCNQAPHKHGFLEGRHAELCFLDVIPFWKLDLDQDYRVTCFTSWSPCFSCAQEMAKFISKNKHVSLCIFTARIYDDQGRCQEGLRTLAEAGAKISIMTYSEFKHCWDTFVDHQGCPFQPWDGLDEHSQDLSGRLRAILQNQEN
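HeLa cells stably expressing Vif and C-terminally eYFP-tagged A3G, seeded overnight at 37 deg C, then exposed to compound by pintool overnight at 37 deg C. Rise in yellow fluorescence (Ex 488/Em 500-530, Acumen) marks blocked Vif-driven A3G degradation.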
GRP78 ERSR act = ER stress response induction in glioma | U87-MG GRP78 promoter luciferase reporter, 16 h | Potency, µM, for the others: at the top dose activation, most hits filed as activators | 420,000 compounds, 0.02% hits | AID 602332; further: potency means the concentration at half of the fitted maximal effect; series mostly up to about 76 µM; % of control where 0% means no effect; nearly all actives have a fitted effect of over 35% in size
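ERSR induction read as luciferase luminescence (Bright-Glo, 10 min at room temperature) in stably transfected human U87-MG glioma cells exposed to compounds for 16 h, using GRP78 as sensor.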
Starred values were filed as active, the others as inactive; u = inconclusive; x = not tested or not shown; & = joins results of further samples; [ ] = another dose, or the depositor's remark. Unless noted, the call rests on the fitted dose curve; in most records, active means well fitted curve in the direction sought with a large enough effect; inconclusive means small, poorly fitted or top-dose-only effect, or another doubt; inactive means no such curve, though single readings can be large; an effect the other way counts as inactive or inconclusive.

SMILES | LDHA inh | RGS4 inhibitor | mIDH1 inhibitor | Vif-APOBEC3F blk | USP1 inh | rTrxR1 inhibitor | TrxR1 substrate | Vif-APOBEC3G blk | GRP78 ERSR act
COc1ccc(CCn2cc3c(c2-c2ccccc2Br)c(=O)n(C)c(=O)n3C)cc1OC | -8 | -3% | -22% | 0% | -16% | 12% | -1% | -2% | -1%
CCCSCCCNC(=O)Cn1cc2c(n1)CCCCC2 | -1 | 0% | 0% | 5% | -9% | 2%[57.1 µM] | -2%[57.1 µM] | 0% | -5%
C/C(Cc1ccccc1)=N\NC(=O)CNC(=O)/C=C\c1ccccc1 | -10 | -4% | 12% | 5% | 2% | 0%[57.1 µM] | -2%[57.1 µM] | -2% | -3%
CCc1ccccc1NC(=O)N1CCc2ccccc2C1 | 3 | 18% | 11% | 9% | -27% | 26% | 5% | -4% | 4%
Cc1ccc(C)c(Cn2c(CO)nc3ccccc32)c1 | -7 | 24% | 4% | 6% | -20% | 13%[57.1 µM] | 7%[57.1 µM] | -1% | -6%
COc1ccc(CNC(C)CCc2ccccc2)cc1 (stereo not drawn) | -1 | -24% | 4% | 0% | -20% | 22% | 5% | -8% | 1%
CC1CN(Cc2ccccc2)C(C)CC1O (stereo not drawn) | -6 | 1% | -5% | 18% | -25% | 19% | 7% | 6% | -5%
COc1ccc(/C=C(/NC(=O)c2cccs2)C(=O)Nc2ccc(C)cc2)cc1OC | -13 | 6% | 4% | -3% | -15% | -6% | -6% | -1% | -2%
COc1ccc(-n2nc3c(c2NC(=O)c2ccccc2)CS(=O)(=O)C3)cc1 | 1 | x | -5% | -12% | 2% | x | x | -1% | -3%
CC(=O)Nc1c([N+](=O)[O-])cc(C)c(Cl)c1[N+](=O)[O-] | -12 | 18% | -2% | 15% | -12% | -15% | -8% | 0% | 2%
Cc1csc(Sc2ccc(S(=O)(=O)N3CCCC3)cn2)n1 | -1 | -20% | 4% | 6% | -5% | 16%[57.1 µM] | 5%[57.1 µM] | 2% | -3%
COc1ccc(CNC(=O)CCc2c(C)nn(-c3ccc(N4CCCCC4)nn3)c2C)cc1 | -1 | -8% | -2% | 1% | -3% | 6%[57.1 µM] | -4%[57.1 µM] | 1% | -2%
COCCCNC(=O)Cn1cnc2c(OCc3ccccc3)ncnc21 | -9 | 21% | -11% | 0% | -4% | 27% | 3% | -2% | 0%
CC1CCc2c(sc(NC(=O)CSc3nc4c(c(C(F)(F)F)n3)CCc3ccccc3-4)c2C(N)=O)C1 (stereo not drawn) | 2 | -32% | -2% | -13% | -22% | -8% | -7% | -1% | -3%
O=C(C1CCCCC1)N1C[C@H](O)[C@@H](n2cc(-c3ccc(F)cc3)nn2)C[C@@H]1c1ccccc1 | 0 | x | 1% | 5% | -24% | x | x | 0% | -4%
CCc1ccc(NC(=O)C(=O)NCCc2csc(-c3ccc(C(F)(F)F)cc3)n2)cc1 | -2 | -25% | 18% | -3% | -9% | 7%[57.1 µM] | 0%[57.1 µM] | 3% | -2%
Cc1ccc(N(CC(=O)N/N=C/c2ccc(OC3CSC3)cc2)S(=O)(=O)c2ccccc2)c(C)c1 | -10 | 9% | 1% | 13% | -20% | 15%[57.1 µM] | 4%[57.1 µM] | 3% | -4%
CCc1ccc(OCCn2ccnc2)cc1 | -15 | 8% | 9% | -3% | -20% | 4%[57.1 µM] | 5%[57.1 µM] | 1% | -8%
COc1ccc(NC(=S)NNC(=O)CCn2cc([N+](=O)[O-])cn2)cc1 | -3 | 0% | 0% | 2% | -5% | 22%[57.1 µM] | 6%[57.1 µM] | -7% | -3%
COc1ccc(NC2CCCN(C(=O)c3cccnc3)C2)cc1 (stereo not drawn) | 2 | -2% | 4% | -1% | -5% | 0% | -9% | 2% | -4%
Cc1nnc(SCCCN2C(=O)c3ccccc3C2=O)o1 | -5 | 27% | 7% | -5% | -7% | 21% | 13% | 0% | -6%
COc1ccc(-c2nc(CSCC(=O)NCc3ccc4c(c3)OCO4)c(C)o2)cc1 | -3 | -13% | 1% | -8% | -10% | 25%[57.1 µM] | -5%[57.1 µM] | 5% | -3%
O=C(NC(=O)c1ccccc1)Nc1ccc(-c2cnco2)cc1 | -7 | -26% | 4% | 0% | -5% | 11%[57.1 µM] | 6%[57.1 µM] | -4% | -1%
CS(=O)c1ccc(/C=C2\C=Cc3ccccc32)cc1 (stereo not drawn) | 5 | x | x | x | x | -9% | 1%[0.0914 µM] | -4% | -5%
COc1cccc(OCc2cc(C(=O)NC(C)c3cnn(C)c3C)no2)c1 (stereo not drawn) | 0 | -20% | 11% | 7% | -24% | 15% | 8% | -6% | 1%
COc1cccc(-n2c(SCC(=O)NC3CCCCC3)nc3n[nH]c(C)c3c2=N)c1 | 1 | -25%[11.4 µM] | -5% | 1% | -16% | 4%[57.1 µM] | 0%[57.1 µM] | u | -1%
COc1ccc(Cl)cc1NC(=O)CCn1c(=O)oc2ccccc21 | 4&-1 | 4%&-4% | 7%&0% | 3%&5% | -9%&-23% | 0%&7% | 4%&-5% | -1%&-3% | -4%&-2%
CCc1c(C)[nH]n(-c2nc(-c3cccc([N+](=O)[O-])c3)cs2)c1=O | -5 | 13% | 11% | u | -9% | -12% | -2% | 1% | 2%
Cc1ccc(NC(=O)COC(=O)Cc2c[nH]c3ccccc23)cc1C | 0 | -45% | 3% | 5% | -22% | 25% | -4% | 2% | 0%
COc1cccc(/C=N/NC(=O)CN(C2=NS(=O)(=O)c3ccccc32)c2ccccc2)c1 | -6 | -9% | 1% | -14% | -16% | 17%[57.1 µM] | 11% | -6% | -1%

Continued, starting with the last 3 of the part before.
SMILES | LDHA inh | RGS4 inhibitor | mIDH1 inhibitor | Vif-APOBEC3F blk | USP1 inh | rTrxR1 inhibitor | TrxR1 substrate | Vif-APOBEC3G blk | GRP78 ERSR act
CCc1c(C)[nH]n(-c2nc(-c3cccc([N+](=O)[O-])c3)cs2)c1=O | -5 | 13% | 11% | u | -9% | -12% | -2% | 1% | 2%
Cc1ccc(NC(=O)COC(=O)Cc2c[nH]c3ccccc23)cc1C | 0 | -45% | 3% | 5% | -22% | 25% | -4% | 2% | 0%
COc1cccc(/C=N/NC(=O)CN(C2=NS(=O)(=O)c3ccccc32)c2ccccc2)c1 | -6 | -9% | 1% | -14% | -16% | 17%[57.1 µM] | 11% | -6% | -1%
Cc1c(NC(=O)c2cc3ccccc3o2)c(=O)n(-c2ccccc2)n1C | 5 | -16% | 12% | -2% | 1% | 7% | 0% | -3% | -4%
CC1Cc2ccccc2N1C1=CC(=O)CCC1 (stereo not drawn) | 3 | -4% | -1% | 7% | -7% | 13%[57.1 µM] | -4%[57.1 µM] | 3% | -3%
Cn1nc(C(=O)Nc2cccc(C(=O)NC3CC3)c2)c2ccccc2c1=O | 0&4 | -18% | 3% | -1% | -19% | 2% | -1% | 0% | 7%
COc1ccc(N2C(=O)C3CCCN3C2=S)cc1 (stereo not drawn) | -7 | -9% | 0% | 7% | -13% | 23% | -1% | 5% | -2%
COc1cc(OC)cc(C(=O)NCC(=O)OCC(=O)NC(C)CCc2ccccc2)c1 (stereo not drawn) | 0 | 6% | -13% | 6% | -8% | 10% | -7% | 0% | -2%
O=C(Cc1ccc(NC(=O)C2CCN(C(=O)CCc3ccccc3)CC2)cc1)Nc1ccc(C(=O)N2CCOCC2)cc1 | -6 | 0% | 19% | -1% | -27% | 12% | -1% | 0% | -1%
CC(=O)Nc1ccc(S(=O)(=O)NCC(CCC(=O)O)C(F)(F)F)cc1 (stereo not drawn) | -11 | u | -5% | 3% | -11% | 20%[57.1 µM] | 5%[57.1 µM] | -1% | -2%
CCOc1ccccc1-c1cc(C(=O)N/N=C(\C)c2cccnc2)c2ccccc2n1 | -5 | -27% | 7% | 13% | -20% | 4% | -4% | -8% | -1%
CC1CCCN(C(=O)NC(=O)c2ccc(Cl)cc2)C1 (stereo not drawn) | -4 | 3% | 1% | -10% | -26% | 7% | 2% | -4% | 0%
CCOC(=O)c1ccc(NC(=O)c2ccc(C)c(S(=O)(=O)N3CCOCC3)c2)cc1 | 0 | -32%[11.4 µM] | 2% | -9% | -20% | 23% | -7%[57.1 µM] | -11% | -12%
O=C1NC2=C(C(=O)CCC2)C(c2ccccc2Cl)N1 (stereo not drawn) | -16 | -3% | 14% | 1% | -4% | -9% | -9% | 3% | -6%

Entries listed so far that have a thiophene ring, fused or not:
SMILES | LDHA inh | RGS4 inhibitor | mIDH1 inhibitor | Vif-APOBEC3F blk | USP1 inh | rTrxR1 inhibitor | TrxR1 substrate | Vif-APOBEC3G blk | GRP78 ERSR act
COc1ccc(/C=C(/NC(=O)c2cccs2)C(=O)Nc2ccc(C)cc2)cc1OC | -13 | 6% | 4% | -3% | -15% | -6% | -6% | -1% | -2%
CC1CCc2c(sc(NC(=O)CSc3nc4c(c(C(F)(F)F)n3)CCc3ccccc3-4)c2C(N)=O)C1 (stereo not drawn) | 2 | -32% | -2% | -13% | -22% | -8% | -7% | -1% | -3%

This is a subset (hit frequency here may not be typical).
